Source: PubChem BioAssay (Sanford-Burnham Center for Chemical Genomics)
NALP3 yeast inh = blocks the NALP3 inflammasome reconstituted in yeast. 330,000 compounds, 0.39% hits. inhibition, % at 10 µM. Yeast reconstituted NLRP3/ASC/caspase-1, beta-gal luminescence, 24 h;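 active = inhibition of 50% or more; inactive = inhibition below 50%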;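 also: plate controls were induced DMSO wells for no effect and uninduced yeast grown without galactose for full effect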
A3G deaminase = APOBEC3G (human) deaminase inhibition; 330,000 compounds, 0.28% hits; AID 493012; inhibition, % at 20 µM; recombinant A3G, ssDNA deamination FAM/TAMRA fluorescence;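 active = inhibition of at least 40% at 20 µM, with no more than 30% in the related APOBEC3A deaminase screen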;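 also: plate controls were DMSO wells with A3G for no effect and wells lacking A3G enzyme for full effect; some compounds called inactive have numbers as strong as hits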
Target sequence (Q9HC16 whole entry, looked up): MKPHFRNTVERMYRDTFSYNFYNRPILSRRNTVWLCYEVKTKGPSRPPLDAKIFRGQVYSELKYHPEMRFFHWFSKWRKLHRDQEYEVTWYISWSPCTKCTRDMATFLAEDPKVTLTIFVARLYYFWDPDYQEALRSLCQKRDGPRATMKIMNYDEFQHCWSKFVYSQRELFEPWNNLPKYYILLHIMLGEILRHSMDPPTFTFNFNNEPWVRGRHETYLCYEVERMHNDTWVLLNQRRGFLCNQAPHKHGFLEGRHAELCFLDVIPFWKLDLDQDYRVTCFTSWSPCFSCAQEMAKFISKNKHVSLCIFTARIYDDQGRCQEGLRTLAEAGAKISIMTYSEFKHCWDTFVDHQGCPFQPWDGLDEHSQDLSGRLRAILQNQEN
mIAP activ = increases mouse intestinal alkaline phosphatase activity; muIAP, CDP-Star luminescence, 30 min; active compounds read high; 1 = vehicle-only enzyme signal, 0 = enzyme-free wells; activation factor at 10 µM; 330,000 compounds, 0.24% hits; AID 2805;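 active = activation factor of at least 2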; also: the source names both 10 and 20 µM as test concentration; values of inactives mirror those of a sister screen read the other way
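also added = chemiluminescent substrate CDP-Star | test system = mouse IAP enzyme | signal = chemiluminescence readout | compound = DMSO-dissolved test compounds | incubation = 30 min at room temperature | benchmarks = DMSO wells, no-enzyme wells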
APOBEC3A inh = inhibitors of human APOBEC3A DNA deaminase; P31941; recombinant A3A, FAM/TAMRA ssDNA deamination fluorescence; inhibition, % at 20 µM; 330,000 compounds, 0.41% hits;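 active = at least 40% inhibition at 20 µM here, with at most 30% in a related deaminase screen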;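 also: plate controls were A3A with DMSO for no effect and wells lacking A3A enzyme for full effect; some results filed as inactive read as strong as hits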
Target sequence (P31941 whole entry, looked up): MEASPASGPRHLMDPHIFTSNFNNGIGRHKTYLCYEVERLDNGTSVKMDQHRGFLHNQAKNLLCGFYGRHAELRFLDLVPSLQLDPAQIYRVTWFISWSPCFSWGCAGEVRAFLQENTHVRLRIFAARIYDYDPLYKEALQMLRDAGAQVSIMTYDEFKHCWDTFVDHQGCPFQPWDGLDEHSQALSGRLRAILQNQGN
MIN6 prolif = inducers of beta-cell replication in MIN6 cells. MIN6 cells proliferation, ATPlite luminescence, 48 h; cells starved in 0.2% serum; 100% = growth in 10% serum. proliferation, % at 10 µM. 330,000 compounds, 0.29% hits;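 active = compounds whose signal lies at least 3.5 SD above the mean of all wells on their plate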;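 also: 0% = DMSO-treated cells in low-serum medium and 100% = 10% serum control; some compounds called inactive have numbers as strong as hits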
hIAP inh = blocks human intestinal alkaline phosphatase. inhibition, % at 10 µM. 330,000 compounds, 0.12% hits. P09923. purified IAP, CDP-Star luminescence, 30 min;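 active = inhibition reaching a set limit with compound at 10 µM in the primary screen, cut at about 35% in these data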;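 also: plate controls were DMSO wells with enzyme for no effect and no-enzyme buffer wells for full effect; values of inactives mirror those of a sister screen read the other way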
hIAP activ = increases human intestinal alkaline phosphatase activity. 330,000 compounds, 0.16% hits. purified human IAP, CDP-Star luminescence, 30 min; active compounds read high; 1 = vehicle-only enzyme, 0 = enzyme-free background. activation factor at 10 µM. P09923;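 active = activation factor of the enzyme at least 2-fold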; also: the source names both 10 and 20 µM as test concentration; values of inactives mirror those of a sister screen read the other way
mIAP block = blocks mouse intestinal alkaline phosphatase. purified mouse IAP, CDP-Star luminescence, 30 min. 330,000 compounds, 0.2% hits. inhibition, % at 10 µM. AID 2806;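 active = inhibition of at least 40% at 10 µM in the primary screen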;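 also: plate controls were DMSO with enzyme for no effect and no enzyme wells for full effect; values of inactives mirror those of a sister screen read the other way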
SENP1 inh = SENP1 (human) catalytic domain inhibition | Q9P0U3 | recombinant SENP1 catalytic domain, CyPet-SUMO1-YPet FRET cleavage | inhibition, % at 10 µM | 360,000 compounds, 0.21% hits;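 active = inhibition at least 30% at 10 µM, raw YFP signal under a set limit, fluorescence ratio 0.5 to 1.5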;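 also: 0% = enzyme with DMSO and 100% = no enzyme wells; some results filed as inactive read as strong as hits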
Target sequence (Q9P0U3 419-644 limits assumed): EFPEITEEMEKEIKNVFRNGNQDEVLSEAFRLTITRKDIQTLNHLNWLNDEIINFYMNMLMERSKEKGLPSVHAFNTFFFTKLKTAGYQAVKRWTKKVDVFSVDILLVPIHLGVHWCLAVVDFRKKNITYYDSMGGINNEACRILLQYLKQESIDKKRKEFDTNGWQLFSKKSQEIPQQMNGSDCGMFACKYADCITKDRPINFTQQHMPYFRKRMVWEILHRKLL
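Test system: hSENP1 catalytic domain, recombinant; Amount: 20 pM final SENP1 enzyme; Medium: Tris pH 8 buffer plus EDTA, NaCl, BME, BSA, NP40, catalase; Schedule: 50 min enzyme reaction, room temperature, light-protected; Technique: FRET fluorescence in CFP and YFP emission channels; Controls: no-enzyme wells low, DMSO-plus-enzyme wells high control.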
The depositor's hits bear a star; nt = not tested or not shown.

SMILES	NALP3 yeast inh	A3G deaminase	mIAP activ	APOBEC3A inh	MIN6 prolif	hIAP inh	hIAP activ	mIAP block	SENP1 inh
CCCc1nc(N2CCN(C)CC2)c2sc(=S)n(-c3ccccc3)c2n1	21	4	0.9	1	-6	22	0.79	10	-2
c1ccc(NCc2nc(-c3ccccc3)no2)cc1	47	-4	1.1	-4	-1	19	0.81	-6	0
N=c1n(CCN2CCCCC2)c2ccccc2n1CC(O)COc1ccccc1 (stereo not given)	9	0	1	3	-4	-10	1.1	-3	1
O=C(NNC1CC(=O)N(c2ccccc2)C1=O)c1cccnc1 (stereo not given)	2	-6	0.98	-1	-1	-2	1	2	2
COc1ccc(C(=O)NC(=S)N2CCC(C)CC2)cc1Br	26	-6	0.93	-5	4	-13	1.1	7	2
COc1ccc(C(=O)c2ccccc2Cl)cc1	39	-5	0.96	2	-1	6	0.94	4	3
CC(C)c1ncc(S(=O)(=O)c2ccc(C(F)(F)F)cn2)c(N)n1	-1	0	1	2	0	4	0.96	-3	-3
COc1ccccc1NC(=O)O/N=C(\N)c1ccccc1	-4	-5	0.99	-2	-4	17	0.83	1	3
COc1ccccc1NC(=O)c1ccccc1NC(=O)c1cc(Cl)ccc1NC(=O)c1ccco1	12	-7	0.95	-4	-2	-13	1.1	5	-3
COc1cc(CC(=O)N(C)CC(=O)Nc2cc(C)ccc2C)cc(OC)c1OC	10	-5	1.1	-1	3	0	1	-6	-1
COc1ccccc1Nc1nc(NCCO)nc(N2CCCC2)n1	7	-4	1	-4	1	2	0.98	0	0
O=C(Cc1ccc2c(c1)OCCO2)N1CCN(S(=O)(=O)c2cccc(Cl)c2Cl)CC1	-8	-4	0.97	-3	5	15	0.85	3	1
COc1ccccc1OCC(=O)Nc1c2c(nn1-c1ccc(C)cc1)CS(=O)(=O)C2	-2	-9	1	1	9	4	0.96	-4	1
COc1ccc(CNC(=O)c2cccc(S(=O)(=O)N3CCN(c4ccc(F)cc4)CC3)c2)cc1	13	-3	1	-1	0	-2	1	-3	1
COc1ccccc1OCc1cc(C(=O)N2CC3C[C@@H]4CC2C[C@H](C3)C4)no1	6	-6	0.93	-3	0	-16	1.2	7	-3

Look-ups from the entries so far.
`COc1ccccc1OCC(=O)Nc1c2c(nn1-c1ccc(C)cc1)CS(=O)(=O)C2` @ MIN6 prolif = 9
`O=C(Cc1ccc2c(c1)OCCO2)N1CCN(S(=O)(=O)c2cccc(Cl)c2Cl)CC1` @ A3G deaminase = -4

The results go on:
SMILES	NALP3 yeast inh	A3G deaminase	mIAP activ	APOBEC3A inh	MIN6 prolif	hIAP inh	hIAP activ	mIAP block	SENP1 inh
Cc1ccc(OCc2cc(C(=O)Nc3ccccc3)oc2C)cc1	27	-2	0.94	0	-4	7	0.93	6	0
CN1C(=O)N(C)C2(CC1(C)C)CC(C)(C)N(C)C(=O)N2C	-9	-12	0.97	-5	1	-4	1	3	1
Cc1nc(N)nc(N/N=C/c2c(F)cccc2Cl)n1	-6	-7	0.96	-5	3	4	0.96	4	2
O=C(CCN1C(=O)c2ccccc2C1=O)Nc1ccc(-c2cn3ccsc3n2)cc1	9	-3	0.93	2	2	14	0.86	7	-1
NS(=O)(=O)c1ccc(CCNC(=O)c2ccc(OCC3CCCO3)cc2)cc1 (stereo not given)	0	-1	0.98	-2	0	2	0.98	2	1
Cn1cncc1C#Cc1ccc2cc(C3(O)CCCCC3)oc(=O)c2c1	5	-10	0.98	6	-2	-10	1.1	2	3
COc1ccc(CC(=O)NCc2nnc(SCC(=O)Nc3cccc(F)c3)n2C)cc1	2	-10	1	40	-4	-3	1	-3	3
CCCCN(C(=O)c1ccc(S(=O)(=O)N(C)C)cc1)c1ccccc1	11	1	0.96	4	-3	14	0.86	4	3
Cc1ccc(CN2CCN(CC(=O)O)C2=O)cc1	12	-9	1	2	-2	12	0.88	0	1
O=C1CC2(CCCCC2)Oc2ccc(F)cc21	14	-8	0.97	0	-1	-1	1	3	-1
C=CCN(CC(=O)NC1CCCC1)C(=O)C(=O)Nc1ccc2c(c1)OCCO2	24	-6	1	0	-2	8	0.93	-3	0
C=CCn1c(C)cc(-c2csc(NC(=O)C3=COCCO3)n2)c1C	11	-10	0.89	0	-1	-14	1.1	11	-6
O=C(/C=C/c1ccco1)c1ccc(NC(=O)C23CC4CC(CC(C4)C2)C3)cc1	1	0	0.91	5	0	-19	1.2	9	-1
Cc1ccc2c(c1)c1ncn(Cc3ccc(F)cc3)c(=O)c1n2C	15	0	0.96	2	-2	-35	1.4	4	1
COc1ccc(NC(=O)C(C)Oc2ccc(/C(C)=N\O)cc2)cc1 (stereo not given)	10	-2	1.1	1	-1	-7	1.1	-12	1
CCN(CC(=O)Nc1ccc2c(c1)OCCO2)C(=O)/C=C/c1ccc(OC)cc1OC	3	18	1	5	2	-1	1	-4	-4
CCOC(=O)c1c(C)n(S(=O)(=O)c2ccc(C)cc2)c2ccc(O)c(C(=O)O)c12	8	-7	0.93	-3	6	6	0.94	7	1
N#CC(C(=S)Nc1ccccc1)c1nc2ccccc2[nH]1 (stereo not given)	10	-13	0.84	-7	-4	-8	1.1	16	-32
CCOC(=O)c1c(C)[nH]c(C(=O)Nc2ccc3c(c2)OCO3)c1C	29	-3	1.1	-1	-1	-2	1	-14	nt
COc1ccc(CC(=O)NC(C)c2nnc(SCC(=O)c3ccc(OC)cc3)n2C)cc1 (stereo not given)	14	-4	0.97	-1	-4	-19	1.2	3	-1
Cc1ccc(C(=O)NC2CCCCC2)cc1	27	2	1	-2	-2	0	1	-3	-1
N#Cc1cn(Cc2ccccc2)c2ccccc12	35	3	0.99	4	2	12	0.88	1	1
COc1ccc(CCNCC(O)COc2ccc(Cl)cc2)cc1OC (stereo not given)	12	-7	0.97	-2	-1	-11	1.1	3	0
Cc1ccc2c(CC(=O)NCC3COc4ccccc4O3)coc2c1 (stereo not given)	26	-5	1.2	-1	-3	-15	1.1	-16	-1
CCOC(=O)C1CCCN(C(=O)c2cc(S(=O)(=O)N3CCCCC3)c[nH]2)C1 (stereo not given)	5	-8	1.2	-2	-3	-2	1	-23	1
COCC(=O)Nc1nc2n(n1)C(c1ccccc1Cl)CC(c1ccc(OC)cc1)N2 (stereo not given)	-12	3	0.98	0	-3	0	1	2	-25
O=C(CSc1nnc(-c2ccc(F)cc2)c2ccccc12)Nc1c(F)cccc1F	34	2	1	0	-2	-5	1.1	0	0
S=c1[nH]nc(COc2ccc3c(c2)OCO3)n1-c1ccccc1	27	31	0.97	-2	-2	4	0.96	3	1
COc1cccc(NC(=O)CSc2ccc3nnc(CCNC(=O)c4ccccc4)n3n2)c1	16	1	1	4	-2	15	0.85	-3	2
COc1ccc(NS(=O)(=O)c2c(F)cc(F)c(Cl)c2F)cc1S(=O)(=O)N1CCCCC1	4	-5	1.1	7	0	-2	1	-11	2

Complete entries from above. Order of values: NALP3 yeast inh	A3G deaminase	mIAP activ	APOBEC3A inh	MIN6 prolif	hIAP inh	hIAP activ	mIAP block	SENP1 inh
`CCOC(=O)C1CCCN(C(=O)c2cc(S(=O)(=O)N3CCCCC3)c[nH]2)C1` (stereo not given) reads 5	-8	1.2	-2	-3	-2	1	-23	1
`Cc1ccc2c(CC(=O)NCC3COc4ccccc4O3)coc2c1` (stereo not given) reads 26	-5	1.2	-1	-3	-15	1.1	-16	-1
`COc1ccc(CCNCC(O)COc2ccc(Cl)cc2)cc1OC` (stereo not given) reads 12	-7	0.97	-2	-1	-11	1.1	3	0
`Cc1ccc(C(=O)NC2CCCCC2)cc1` reads 27	2	1	-2	-2	0	1	-3	-1
`COc1ccc(CC(=O)NC(C)c2nnc(SCC(=O)c3ccc(OC)cc3)n2C)cc1` (stereo not given) reads 14	-4	0.97	-1	-4	-19	1.2	3	-1

(cont.)
SMILES	NALP3 yeast inh	A3G deaminase	mIAP activ	APOBEC3A inh	MIN6 prolif	hIAP inh	hIAP activ	mIAP block	SENP1 inh
CCN1CCc2c(sc(NC(=S)NC(=O)c3ccc(Cl)cc3)c2C(N)=O)C1	21	-6	0.81	-4	-4	7	0.93	19	-36
O=C(c1cc(COc2ccc(F)cc2Cl)on1)N1CCN(C2CCCC2)CC1	11	-4	0.86	-2	1	19	0.81	14	-2
Cc1ccc(OCCC(=O)NNC(=O)c2cc(C)oc2C)cc1	19	10	0.96	3	-2	-30	1.3	4	2
CN(C)S(=O)(=O)N1CCc2ccc(NC(=O)c3ccccc3Cl)cc2C1	5	-10	1	-5	-2	24	0.76	0	2
O=C(CSc1nc2ccccc2o1)Nc1ccccc1N1CCCCCC1	-7	-8	1.1	-6	-5	-14	1.1	-8	1
N#Cc1ccc(/C=N/N=C(N)N)cc1	-10	2	1.1	1	-2	-4	1	-10	3
N#C[C@H]1C2OC2c2ccccc2N1C(=O)c1ccccc1 (stereo not given in full)	17	-1	0.94	7	-3	-17	1.2	6	-61
CNC(=O)Cc1csc2ccc(Cl)cc12	3	-5	1	-5	0	-7	1.1	-4	-4
O=C(/C=C/c1ccccc1)n1cnnc1SC/C=C/c1ccccc1	-18	-7	1	0	-2	10	0.9	-2	3
Nn1c(SCC(=O)Nc2cccnc2Cl)nnc1-c1ccccc1	18	46*	0.89	1	-5	-4	1	11	-3
CC1(C)CC(=O)c2cc(OCC(=O)O)ccc2O1	11	-1	1	1	-4	6	0.94	-3	-18
CCOc1ccccc1NC(=O)c1cc(S(=O)(=O)N2CCOCC2)ccc1C	10	-3	1.1	4	-2	-20	1.2	-8	2
Oc1cccc(/C=N/N2CCCCC2)c1O	16	-4	1	-2	-4	-16	1.2	-2	0
CCc1noc(C)c1C(=O)NNC(=O)c1ccccc1Cl	15	1	0.97	9	-2	-12	1.1	3	1
CCOC(=O)COc1cccc2c(=O)n(CC(=O)NCc3ccc4c(c3)OCO4)ccc12	7	-12	1.1	-3	-6	-11	1.1	-6	2
O=C(Nc1nnc(C2CC2)s1)C1Cc2ccccc2CN1S(=O)(=O)c1ccccc1F (stereo not given)	-10	0	1.1	0	-1	-7	1.1	-9	-5
COc1ccc(OC)c(S(=O)(=O)CC(O)COc2ccccc2Cl)c1 (stereo not given)	-7	-9	0.96	-3	-1	-17	1.2	4	-2

Reprinted at random: 2 compounds from above
SMILES	NALP3 yeast inh	A3G deaminase	mIAP activ	APOBEC3A inh	MIN6 prolif	hIAP inh	hIAP activ	mIAP block	SENP1 inh
CCCc1nc(N2CCN(C)CC2)c2sc(=S)n(-c3ccccc3)c2n1	21	4	0.9	1	-6	22	0.79	10	-2
c1ccc(NCc2nc(-c3ccccc3)no2)cc1	47	-4	1.1	-4	-1	19	0.81	-6	0

Some of the compounds tested; rates above refer to the full screens.
